HTR5A ag = HTR5A agonists in luminescence cell assay, primary screen, counter-screen for OPRM1-OPRD1 heterodimer agonist project, full-deck HTS; 5-hydroxytryptamine receptor 5A (Homo sapiens), P47898; cell-based; activation, % at 9.3 µM; actives 0.61% (n = 340,000); AID 504692, 2011; in the data active = activation mostly above about 9.5%, no sharp cut-off; inactive = mostly below about 7.6%;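 also: 0% = cells with vehicle only and 100% = reference agonist; strong numbers were not always called active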
Target sequence (P47898 whole entry, looked up): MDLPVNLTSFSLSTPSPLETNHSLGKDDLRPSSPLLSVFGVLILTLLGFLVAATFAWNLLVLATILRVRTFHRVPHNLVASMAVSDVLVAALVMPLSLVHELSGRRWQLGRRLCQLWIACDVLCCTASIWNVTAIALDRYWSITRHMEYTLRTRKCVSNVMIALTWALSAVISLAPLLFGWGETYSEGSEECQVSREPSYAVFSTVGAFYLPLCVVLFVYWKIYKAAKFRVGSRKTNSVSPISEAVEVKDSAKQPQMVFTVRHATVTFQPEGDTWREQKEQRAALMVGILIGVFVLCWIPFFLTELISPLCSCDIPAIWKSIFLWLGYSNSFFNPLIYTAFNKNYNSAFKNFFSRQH
CDK5 inh = inhibitors of human CDK5/p35 kinase, primary screen, biochemical, single concentration | Cyclin-dependent kinase 5 (Homo sapiens) + Cyclin-dependent kinase 5 activator 1 (Homo … | Recombinant CDK5/p35, ADP-Glo luminescence, 60 min | inhibition, % at 10 µM | actives 0.01% (n = 330,000) | AID 488839, 2010;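 active = highest replicate inhibition of at least 50% and at least 75% of replicates reaching 50%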;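 also: plate controls were DMSO neutral control for no effect and GW8510 at 10 µM for full effect; many of its hits are not listed in these tables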
Wnt bcat act = Wnt/beta-catenin pathway activators, primary screen, cell-based, plate reader, single point; actives 1.2% (n = 300,000); Wnt/beta-catenin reporter cell assay, activator; activation, % at 9.35 µM; in the data active = activation above about 30%, passing the limit was not always enough;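 also: 0% = neutral control wells and 100% = positive control wells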
NSD2 inh = NSD2 histone methyltransferase inhibitors, primary screen, biochemical, AlphaScreen, single concentration, set 2. Histone-lysine N-methyltransferase NSD2 (Homo sapiens), O96028. inhibition, % at 12.5 µM. actives 0.54% (n = 310,000). NSD2 peptide methylation, 120 min; in the data active = inhibition above about 50%
SR-BI DiI inh = inhibitors of SR-BI mediated HDL lipid uptake, primary screen, ldlA[mSR-BI] cells, fluorescence, single point. ldlA[mSR-BI] CHO cells, DiI-HDL uptake fluorescence, 3 h. inhibition, % at 12.5 µM. actives 0.96% (n = 320,000). AID 488896, 2010. Scavenger receptor class B member 1 (Mus musculus), Q61009;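 active = mean replicate inhibition of at least 70% and a set share of replicates each scoring 70 or more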;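 also: 0% = median of neutral control wells and 100% = median of positive control wells; values of inactives mirror those of a sister screen read the other way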
MITF act = activators of MITF-driven TRPM1 promoter reporter, primary screen, cell-based, SK-MEL-5, luciferase, single point; activation, % at 12.5 µM; SK-MEL-5 TRPM1-promoter luciferase, 24 h; % of positive control, neutral wells = 0; actives 0.75% (n = 300,000); AID 588334, 2011;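 active = mean activation of at least 80% with every replicate also reaching 80%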;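 also: 0% = neutral control wells and 100% = parthenolide positive control wells; values of inactives mirror those of a sister screen read the other way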
dFosB activator = activators of delta FosB homodimer, primary screen, biochemical, fluorescence polarization, TAMRA-CDK5 oligo, single point | Protein FosB (Mus musculus), P13346 | purified delta FosB; percent of positive-control signal above neutral wells | activation, % at 25 µM | actives 0.99% (n = 340,000);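 active = mean activation above about 17%, with every replicate also reaching it, limit read from the data, passing the limit was not always enough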;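 also: fluorescence polarization rise as delta FosB binds a TAMRA Cdk5 AP-1 oligo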
Target sequence (P13346 whole entry, looked up): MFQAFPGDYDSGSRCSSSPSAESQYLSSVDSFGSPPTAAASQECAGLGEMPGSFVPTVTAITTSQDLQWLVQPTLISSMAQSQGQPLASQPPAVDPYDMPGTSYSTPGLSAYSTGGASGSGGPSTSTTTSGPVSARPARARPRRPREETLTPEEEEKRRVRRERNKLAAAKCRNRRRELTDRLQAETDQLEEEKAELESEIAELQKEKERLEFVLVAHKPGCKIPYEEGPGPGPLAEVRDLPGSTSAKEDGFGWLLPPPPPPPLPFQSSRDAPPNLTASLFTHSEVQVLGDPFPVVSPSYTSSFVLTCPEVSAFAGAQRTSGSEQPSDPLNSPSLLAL
PvdQ inh = P. aeruginosa PvdQ acylase inhibitors, primary screen, biochemical, fluorescence, plate reader and imaging, single point. AID 488965, 2010. purified PvdQ acylase. actives 0.063% (n = 340,000). PvdQ acylase [Pseudomonas aeruginosa LESB58]. inhibition, % at 10 µM; in the data active = inhibition above about 30%, passing the limit was not always enough;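 also: 0% = vehicle neutral wells and 100% = reference inhibitor wells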
V-ATPase pHluor = regulators of yeast V-ATPase proton pumping, primary screen, pHLuorin cytosolic pH fluorescence | response, % at 10 µM | S. cerevisiae | actives 0.37% (n = 350,000) | AID 504577, 2011; in the data active = response mostly above about 7.3%, no sharp cut-off; inactive = mostly below about 5.4%; also: actives read high; inactives centre near 0; some compounds called inactive have numbers as strong as hits; reference of the scale not given here
HTR5A inv ctr = HTR5A inverse agonists in luminescence cell assay, primary screen, counter-screen for OPRM1-OPRD1 heterodimer inverse agonist project, full-deck HTS; AID 504634, 2011; HTR5A cell line, inverse agonism; 5-hydroxytryptamine receptor 5A (Homo sapiens), P47898; actives 0.083% (n = 340,000); inhibition, % at 9.3 µM; in the data active = inhibition mostly above about 23%, no sharp cut-off; inactive = mostly below about 18%;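 also: 0% = cells with DMSO and 100% = no-cell wells with DMSO; some compounds called inactive have numbers as strong as hits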
* marks the source's active call; other numbers are inactive results; · = not tested or not shown.

Every second line gives: NSD2 inh	CDK5 inh	Wnt bcat act	MITF act	PvdQ inh	HTR5A inv ctr	V-ATPase pHluor	dFosB activator	HTR5A ag	SR-BI DiI inh
> Cc1ccc(SC(C)C(=O)NCC(C)C)cc1 (stereo not given)
    0	0.3	-3	2	-15	-13	0	3	5	11
> COc1cc(/C=C/C(=O)O)cc(S(=O)(=O)NCCO)c1OC
    -1	-0.6	-7	12	-17	18	3	-6	-7	22
> O=C(c1ccc(S(=O)(=O)c2cccc(Cl)c2)c([N+](=O)[O-])c1)N1CCN(Cc2ccccc2)CC1
    3	-0.6	·	-59	-11	-14	-5	-5	8	18
> C/C=C/C(=O)OCC(=O)Nc1ccc(OC)c(OC)c1
    4	-0.4	0	13	-12	7	2	2	-3	-16
> CCOC(=O)N1CCN(C(c2ccc(C)cc2)c2sc3nc(C)nn3c2O)CC1 (stereo not given)
    ·	4.5	16	·	3	-12	2	-3	-4	-14
> N#Cc1cn(CC(=O)N2CCCC2)c2ccccc12
    -1	-0.5	-4	1	-15	10	4	1	-4	-3
> CC[C@@]1(C(=O)OC)N[C@H](CN(C)C(=O)c2ccccc2)[C@@H]2C(=O)N(Cc3ccccc3)C(=O)[C@@H]21
    ·	1.2	-1	0	-12	1	0	-4	0	·
> Cc1nn(-c2ccccc2)c(C)c1C(=O)OC(C)C(=O)NC1CCCCC1C (stereo not given)
    -3	1.0	-3	-8	-15	-10	5	-8	4	-3
> O=C(NCc1cccs1)N[C@@H](Cc1ccccc1)C(=O)O
    ·	1.0	1	-5	-7	-10	3	1	0	-7
> O=C(Oc1ccccc1C(=S)N1CCOCC1)c1cccc([N+](=O)[O-])c1
    0	1.2	-3	3	-6	-2	-5	-4	0	-13
> COc1cc2c(cc1OC)C(C)=NC1(CCCCC1)C2
    0	1.0	-3	6	-17	22	-2	8	-5	-7
> O=C(C[C@@H]1C/C=C/CC[C@H](Cc2ccc(F)cc2)C(=O)OC[C@@H](Cc2ccccc2)NC1=O)N[C@H](CO)Cc1ccccc1
    ·	-0.5	-20	-89	-10	-15	-5	-3	9	35
> Cc1ccc(S(=O)(=O)NNC(=O)c2ccccc2O)cc1
    -1	1.6	·	-9	3	-18	9	1	-2	-35
> C=CCNC(=O)/C(C#N)=C/c1ccccc1[N+](=O)[O-]
    ·	-0.3	-8	-4	-11	-11	-1	-4	4	13
> Fc1cccc(NCc2cn3ccccc3n2)c1
    2	1.1	·	·	-10	-12	-4	4	-5	-20
> NC(=O)CSc1ncnc2c1oc1ccccc12
    ·	-3.2	6	-2	-17	13	3	-15	-5	·
> CCOc1ccc(-c2c(=O)n(O)c3ccccc3[n+]2[O-])cc1
    -2	1.1	56*	54	6	2	3	-6	-1	1
> CCOC(=O)c1ccc(NC(=O)c2c(Cl)cc(C)nc2C)cc1
    -4	1.1	-1	·	11	-5	-2	-12	1	-13
> CC1CCCC(C)N1CCCNC(=O)c1ccc2nc(N3CCOCC3)sc2c1 (stereo not given)
    ·	2.0	-1	4	-6	10	0	-6	-4	4
> CSc1ccccc1NC(=O)COc1ccc(Cl)cc1
    -9	0.6	8	51	1	-18	2	-5	8	8

The final five records of the section above lead into the next.
Every second line gives: NSD2 inh	CDK5 inh	Wnt bcat act	MITF act	PvdQ inh	HTR5A inv ctr	V-ATPase pHluor	dFosB activator	HTR5A ag	SR-BI DiI inh
> NC(=O)CSc1ncnc2c1oc1ccccc12
    ·	-3.2	6	-2	-17	13	3	-15	-5	·
> CCOc1ccc(-c2c(=O)n(O)c3ccccc3[n+]2[O-])cc1
    -2	1.1	56*	54	6	2	3	-6	-1	1
> CCOC(=O)c1ccc(NC(=O)c2c(Cl)cc(C)nc2C)cc1
    -4	1.1	-1	·	11	-5	-2	-12	1	-13
> CC1CCCC(C)N1CCCNC(=O)c1ccc2nc(N3CCOCC3)sc2c1 (stereo not given)
    ·	2.0	-1	4	-6	10	0	-6	-4	4
> CSc1ccccc1NC(=O)COc1ccc(Cl)cc1
    -9	0.6	8	51	1	-18	2	-5	8	8
> O=C(Nc1ccc2c(c1)OCCO2)C1CCN(C(=O)c2ccc(F)cc2)CC1
    0	-0.4	·	59	-11	-5	1	-6	2	-22
> COc1ccc(CC(=O)Nc2c3c(nn2-c2cccc(Cl)c2)CS(=O)(=O)C3)cc1
    -1	1.0	-2	-13	-15	-14	-2	-7	4	6
> COc1ccccc1/C=C/C(=O)OCC(=O)Nc1ccc2c(c1)OCCO2
    -4	0.9	-3	15	-7	-28	3	5	10	-4
> O=C(OCc1ccccc1)N1CCOCCOCCN(C(=O)OCc2ccccc2)CCOCCOCC1
    -1	2.8	-1	-7	8	-28	-1	-2	11	1
> COc1ccc(-c2ccc(CCC(=O)O)n2-c2ccccc2O)cc1
    ·	0.8	-20	-11	7	4	-3	-4	-1	·
> Cn1c(=O)c2[nH]cnc2n(-c2ccccc2)c1=O
    2	-1.6	0	2	-13	0	6	-3	5	-25
> CN(CCCNC(=O)c1cn(C)c2ccc(S(=O)(=O)N(C)C)cc2c1=O)c1ccccc1
    ·	1.2	-5	-10	-6	-2	-2	-2	1	14
> Cc1cccc(CC(=O)Nc2cc(=O)n(C)c(=O)n2C)c1
    ·	2.2	-1	-4	-13	11	-5	-8	-4	13
> COc1ccc(CCn2c(C)c(C(C)=O)c(C(C)=O)c2C)cc1OC
    -2	-1.5	-2	-10	-8	4	-2	-9	-1	0
> CCCCNC(=O)CN1C(=O)NC(CCc2ccccc2)C1=O (stereo not given)
    1	-0.8	0	-3	-16	5	0	-1	4	-18
> Cc1nc(SCC(=O)Nc2cc(C(N)=O)cc(C(N)=O)c2)c2c(C)c(C)sc2n1
    0	2.9	-2	-9	-15	-2	1	-14	1	3
> COc1cc(C(=O)NCc2ccncc2)cc(Br)c1OCc1ccccc1
    -2	-1.3	-5	-10	5	-19	-3	-13	-5	13
> CCCc1cc(=O)[nH]c(SCC(=O)c2cc(C)n(C)c2C)n1
    3	-1.8	·	-4	-8	-20	3	-6	7	-7
> CC(C)Oc1cc(C(=O)N2CCC(N3CCCCC3)CC2)ccc1Nc1nnc(Cl)c(Nc2ccccc2S(C)(=O)=O)n1
    ·	0.6	·	17	-18	5	-6	14	-2	-13
> Cc1ccc(C)c(C(=O)n2cnnc2N)c1
    -2	-0.4	·	-5	0	25	-1	1	-5	0
> C=CCN(CC=C)C(=O)CN1C(=O)NC(c2ccccc2)(c2ccccc2)C1=O
    7	-0.7	-2	19	-15	-4	0	-6	0	-14
> CC1(C)SC2c3ccccc3C(=O)N2[C@@H]1C(=O)NC1CCCC1 (stereo not given in full)
    -2	-3.5	-1	-9	-2	3	1	-2	0	-2
> CCn1c(SCC(=O)Nc2nncs2)nnc1C(C)NC(=O)c1ccccc1Br (stereo not given)
    4	1.0	-2	-5	10	-18	-6	-4	6	·
> CCOC(=O)C1=C(C)NC(=O)NC1c1ccc(OCC(=O)N2CCCCC2)cc1 (stereo not given)
    0	1.4	·	-19	5	-17	-2	6	7	24
> N#CCCn1cc(/C=C2\NC(=S)N(c3ccccc3)C2=O)c(-c2ccc(F)cc2)n1
    35	0.2	-2	1	11	3	0	4	5	52
> C[C@H](NC(=O)Nc1ccccc1F)C(=O)O
    0	-3.0	-1	0	-12	14	0	3	-1	-7
> Cc1ccc(S(=O)(=O)N2CCN(Cc3ccsc3)CC2)cc1
    1	-0.7	-10	-2	7	9	-2	0	-3	4
> COc1cc(C(=O)Nc2ccc(S(=O)(=O)N(C)c3ccccc3)cc2)cc(OC)c1OC
    0	1.1	1	-19	3	6	-3	-8	-2	30
> O=C(NC1CCN(Cc2ccccc2)CC1)c1cc(S(=O)(=O)Nc2ccc(F)cc2)ccc1Cl
    2	1.5	-4	-14	-8	6	1	0	-3	12
> Cc1ccc(C(=O)NCc2ccccn2)cc1S(=O)(=O)N1CCOCC1
    -9	-0.3	-2	1	-15	21	0	-4	-2	-3
> O=C(Cc1ccccc1)N1CCN(c2ncccn2)CC1
    11	-0.7	-1	7	-8	-5	2	1	-3	-16
> Cc1cc(C)nc(-n2nc(C)cc2NC(=O)CN2CCC(C)CC2)n1
    ·	2.5	·	-5	4	-3	-6	2	-4	-10
> O=C(Cc1csc(Nc2nc(=S)[nH]c3ccccc23)n1)N1CCN(c2cccc(C(F)(F)F)c2)CC1
    4	-0.2	-1	-53	-3	-5	-2	4	2	21
> CC(Oc1ccccc1)C(=O)N=Nc1c(O)[nH]c2ccc(Br)cc12 (stereo not given)
    2	-3.0	-1	-11	24	21	0	-6	0	5
> CC[C@@]1(C(=O)OC)N[C@H](CN(C)S(=O)(=O)c2ccc(C(F)(F)F)cc2)[C@@H]2C(=O)N(C)C(=O)[C@@H]21
    ·	-1.0	-3	-2	-16	0	2	-7	0	9
> CCOCC(=O)NC1CCc2cc(OC(=O)COCC)c(OC)c(OC)c2-c2ccc(SC)c(=O)cc21 (stereo not given)
    1	-0.9	-6	-55	-11	4	-4	-9	-1	-16
> Cc1c(C2=CCN(S(=O)(=O)c3ccc(Cl)cc3)CC2)c2ccccc2n1C
    -1	-0.5	·	-12	-8	7	2	12	1	8
> O=C1NC2=C(C(=O)c3ccccc32)C(c2ccccc2)N1 (stereo not given)
    1	-1.2	·	-2	11	6	0	8	-8	9
> Cc1cc(C)c(N)c(C(=O)O)c1
    2	0.4	0	-8	-9	-11	2	1	3	-7
> COC(=O)c1cc(=O)nc2sccn12
    -3	1.0	-6	2	13	-16	-2	0	5	-14

Shown as a markdown table: entries from further up.
| Molecule | NSD2 inh | CDK5 inh | Wnt bcat act | MITF act | PvdQ inh | HTR5A inv ctr | V-ATPase pHluor | dFosB activator | HTR5A ag | SR-BI DiI inh |
| --- | --- | --- | --- | --- | --- | --- | --- | --- | --- | --- |
| COC(=O)c1cc(=O)nc2sccn12 | -3 | 1.0 | -6 | 2 | 13 | -16 | -2 | 0 | 5 | -14 |
| CCOCC(=O)NC1CCc2cc(OC(=O)COCC)c(OC)c(OC)c2-c2ccc(SC)c(=O)cc21 (stereo not given) | 1 | -0.9 | -6 | -55 | -11 | 4 | -4 | -9 | -1 | -16 |
| Cc1cc(C)c(N)c(C(=O)O)c1 | 2 | 0.4 | 0 | -8 | -9 | -11 | 2 | 1 | 3 | -7 |
| Cc1c(C2=CCN(S(=O)(=O)c3ccc(Cl)cc3)CC2)c2ccccc2n1C | -1 | -0.5 | · | -12 | -8 | 7 | 2 | 12 | 1 | 8 |
